Bioassay records from PubChem.
RUNX1 CBFb-SMMHC – inhibitors of RUNX1 Runt–CBFb-SMMHC binding, biochemical, TR-FRET (AID 1438); TR-FRET Runt domain–CBFb-SMMHC binding, biochemical; higher % means a stronger effect; one-dose inhibition, % at 20 µM; IC50 in µM for titrated hits; 2,200 tested, 2% active; in the data active = inhibition from about 52%, or a potency from the dose series; inactive = the rest, 99 in 100 with inhibition below about 48%
The depositor's hits bear a star. A portion of the library. The share of hits here may be higher or lower than overall.

SMILES	RUNX1 CBFb-SMMHC
CCCCNC(=O)c1cc2c(=O)n3cccc(C)c3nc2n(Cc2ccccc2)c1=N	34%
O=c1nc(NCc2ccccc2Cl)cn[nH]1	-8%
CC(C)COC(=O)C(C#N)c1nc2ccccc2nc1N1CCN(Cc2ccccc2)CC1 (centres undefined)	14%
COCCCNC(=S)NCCCNc1nc2cc3c(cc2cc1C#N)OCO3	48%
N#Cc1c(C#N)c(O)c2ccccc2c1O	-11%
CCn1c(NC)cc(=O)n(C)c1=O	-11%
Cc1nc2ccccc2c(=O)n1/N=C/c1ccc([N+](=O)[O-])o1	-12%
CCc1ccc(N2C(=O)C(Cl)=C(N3CCOCC3)C2=O)cc1	24%
CSCCC(NC(C)=O)C(=O)Oc1ccc2c3c(c(=O)oc2c1)CCCC3 (centres undefined)	17%
C=CCn1c(-c2cccs2)nc2nc3ccccc3nc21	21%
CCCCc1cc(=O)oc2c(CN3CCCC3)c(O)ccc12	20%
c1ccc(-c2csc(NNC3=NCCCCC3)n2)cc1	38%
CCOC(=O)c1c(NC(=O)c2c(N)n(CCCOC)c3nc4ccccc4nc23)sc2c1CCCC2	46%
CCCCN(CCCC)c1nc2ccccc2nc1NS(=O)(=O)c1ccc(NC(C)=O)cc1	4%
O=S(=O)(Nc1ccc(-c2nc3cccnc3s2)cc1)c1ccccc1F	-26%
CCCCn1c(N)c(C(=O)NCc2cccs2)c2nc3ccccc3nc21	7%
Cc1ccc(-c2ccc(/C=C3\C(=O)ON=C3c3ccccc3)o2)c([N+](=O)[O-])c1	7%
CCC1(C)Cc2c(sc3[nH]c(=O)[nH]c(=O)c23)CS1 (centres undefined)	45µM*
CCOc1ccc(C2C(C(=O)c3ccco3)=C(O)C(=O)N2CCCn2ccnc2)cc1 (centres undefined)	-3%
CCOCCCNC(=S)NCCCNc1nc2ccc(C)cc2cc1C#N	-11%
N#C/C(=C\c1ccc(N2CCOCC2)o1)C(=O)NCCc1ccccc1	18%
COCCCn1c(N)c(C(=O)OCCOC)c2nc3ccccc3nc21	21%
COc1ccc(CCNC2=C(Cl)C(=O)N(CCc3ccccc3)C2=O)cc1OC	-12%
O=C(c1ccccc1)c1ccccc1N1C(=O)C=CC1=O	28%
CCN1CCc2c(sc(NC(=S)NC(=O)c3ccc(Cl)cc3)c2C(N)=O)C1	-8%

Of the compounds above, 13 have four or more nitrogen atoms:
SMILES	RUNX1 CBFb-SMMHC
CCCCNC(=O)c1cc2c(=O)n3cccc(C)c3nc2n(Cc2ccccc2)c1=N	34%
O=c1nc(NCc2ccccc2Cl)cn[nH]1	-8%
CC(C)COC(=O)C(C#N)c1nc2ccccc2nc1N1CCN(Cc2ccccc2)CC1 (centres undefined)	14%
COCCCNC(=S)NCCCNc1nc2cc3c(cc2cc1C#N)OCO3	48%
Cc1nc2ccccc2c(=O)n1/N=C/c1ccc([N+](=O)[O-])o1	-12%
C=CCn1c(-c2cccs2)nc2nc3ccccc3nc21	21%
c1ccc(-c2csc(NNC3=NCCCCC3)n2)cc1	38%
CCOC(=O)c1c(NC(=O)c2c(N)n(CCCOC)c3nc4ccccc4nc23)sc2c1CCCC2	46%
CCCCN(CCCC)c1nc2ccccc2nc1NS(=O)(=O)c1ccc(NC(C)=O)cc1	4%
CCCCn1c(N)c(C(=O)NCc2cccs2)c2nc3ccccc3nc21	7%
CCOCCCNC(=S)NCCCNc1nc2ccc(C)cc2cc1C#N	-11%
COCCCn1c(N)c(C(=O)OCCOC)c2nc3ccccc3nc21	21%
CCN1CCc2c(sc(NC(=S)NC(=O)c3ccc(Cl)cc3)c2C(N)=O)C1	-8%

A few values from the list:
RUNX1 CBFb-SMMHC, Cc1ccc(-c2ccc(/C=C3\C(=O)ON=C3c3ccccc3)o2)c([N+](=O)[O-])c1 stands at 7%
RUNX1 CBFb-SMMHC, CSCCC(NC(C)=O)C(=O)Oc1ccc2c3c(c(=O)oc2c1)CCCC3 (centres undefined) stands at 17%
RUNX1 CBFb-SMMHC, CCCCN(CCCC)c1nc2ccccc2nc1NS(=O)(=O)c1ccc(NC(C)=O)cc1 stands at 4%
RUNX1 CBFb-SMMHC, N#Cc1c(C#N)c(O)c2ccccc2c1O stands at -11%
RUNX1 CBFb-SMMHC, N#C/C(=C\c1ccc(N2CCOCC2)o1)C(=O)NCCc1ccccc1 stands at 18%

The list goes on:
SMILES	RUNX1 CBFb-SMMHC
COCCCn1c(N)c(C(=O)NCCC(C)C)c2nc3ccccc3nc21	-8%
CCCNC(=O)COC(=O)c1cc2c(=O)n3ccccc3nc2s1	19%
CCCCCCc1cc2cc(S(=O)(=O)c3ccc(C)cc3)c(=O)oc2cc1O	-13%
CCOC(=O)c1c(NC(=O)C(F)(OC)C(F)(F)F)sc2c1CCN(C)C2 (centres undefined)	-4%
CCOC(=O)c1cc2c(=O)n3ccccc3nc2n(Cc2ccccc2)c1=N	42%
Cn1c(C(=O)O)cc2c(=O)n3ccccc3nc21	-8%
O=C(O)c1c2c(nc3ccccc13)/C(=C/c1ccc(O)cc1)CC2	-7%
CCC(C)n1c(O)c(/C=N/NC(=O)c2ccncc2)c(=O)[nH]c1=S (centres undefined)	-3%
C/C(=N\Nc1nc(-c2cc(C)ccc2C)cs1)c1cc2c(ccc3ccccc32)oc1=O	10µM*
COCCCn1c(=O)/c(=C\c2ccc(OC(F)F)c(OC)c2)s/c1=C(/C#N)C(=O)NCCOC	-12%
Nc1n[nH]c2cc(=O)n(-c3ccc(Cl)cc3)nc12	4%
